Screening data as filed in PubChem BioAssay.
zVAD death inh = blocks zVAD induced death of L929 cells; viability rescue, % at 10 µM; AID 1377; L929 zVAD necroptosis rescue, ATP luminescence, 24 h; with zVAD 60 µM; 220,000 compounds, 0.38% hits;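 active = activation, scaled between plate controls, above about 75%, limit read from the data; inactive = activation under that limit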;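 also: 0% = zVAD with DMSO and 100% = DMSO alone without zVAD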
KCC2 mod = modulates chloride dependent transport by human KCC2; KCC2 cells, thallium flux FluoZin-2 fluorescence; 190,000 compounds, 2.2% hits; B-score of Tl+ flux slope (higher = more flux/activation; lower = inhibition) at 10 µM; AID 1456; Q9H2X9;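 active = thallium flux slope and its plate-corrected score both differing from the plate sample mean at a set confidence after two filtering rounds, in either direction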;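 also: slope of fluorescence scaled to starting intensity during 10 to 20 s after thallium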
EBV gp42 inh = EBV gp42 inhibition; Q1HVG2; Fluorescence polarization binding assay, mP read-out; inhibition, % (tested at 21.74 µM); 220,000 compounds, 0.42% hits; AID 1085; in the data active = inhibition above about 50%
Target sequence (Q1HVG2 whole entry, looked up): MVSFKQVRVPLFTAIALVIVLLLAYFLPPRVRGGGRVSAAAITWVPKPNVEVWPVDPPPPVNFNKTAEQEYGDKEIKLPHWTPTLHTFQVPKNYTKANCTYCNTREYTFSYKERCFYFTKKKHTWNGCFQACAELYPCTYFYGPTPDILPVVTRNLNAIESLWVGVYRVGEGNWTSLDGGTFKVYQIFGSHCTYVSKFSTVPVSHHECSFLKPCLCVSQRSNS
PERK inh = inhibitors of human PERK kinase. CHO PERK-DD fusion, SEAP luminescence translation reporter. inhibition, % at 5.6 µM. 220,000 compounds, 0.17% hits;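 active = inhibition above the mean inhibition of all tested compounds plus 3 SD, set separately per screening campaign, cut at about 2.9% in these data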;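 also: PERK kinase domain activated by AP20187 dimerizer at 100 nM; 0% = DMSO with dimerizer and 100% = rapamycin at 8.4 µM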
Rad51 HR inh = Rad51 (human) homologous recombination inhibition | Q06609 | hRad51 DNA strand exchange, fluorescence dequenching | inhibition, % at 10 µM | 200,000 compounds, 0.085% hits | AID 1385;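 active = inhibition above 40% at the single screening dose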;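 also: 0% = DMSO control wells and 100% = blanks with heterologous ssDNA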
Target sequence (Q06609 whole entry, looked up): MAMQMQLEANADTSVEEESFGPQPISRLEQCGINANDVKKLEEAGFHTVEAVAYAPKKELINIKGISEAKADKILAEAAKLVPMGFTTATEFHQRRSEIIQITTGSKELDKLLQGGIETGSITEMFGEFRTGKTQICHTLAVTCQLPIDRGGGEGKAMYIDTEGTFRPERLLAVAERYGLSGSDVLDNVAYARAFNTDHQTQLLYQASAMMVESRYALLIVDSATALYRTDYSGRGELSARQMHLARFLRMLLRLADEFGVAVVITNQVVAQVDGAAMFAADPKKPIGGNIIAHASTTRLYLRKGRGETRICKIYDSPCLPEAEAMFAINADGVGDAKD
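Read-out basis: percent inhibition relative to plate controls and blanks / Assay system: human Rad51 nucleoprotein filaments preassembled on unlabelled ssDNA / Timing: filaments 15 min 37 °C, then compound 30 min / Control set: per-plate controls and blanks / Technique: fluorescence dequenching at 485/520 nm / Compound: 10 µM final, single point / Also added: Fluorescein- and BHQ1-tagged 47-mer duplex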
TNF necrop inh = blocks TNF-alpha induced death of Jurkat FADD-/- cells; Jurkat FADD-/- TNF necroptosis rescue, ATP luminescence, 24 h; 0 = TNF only, 100 = no-TNF cells; AID 463075; 220,000 compounds, 0.068% hits; activation (protection from cell death), % at 10 µM;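 active = activation, meaning protection from cell death, of at least 50% relative to plate controls; inactive = activation below 50%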;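 also: necroptosis triggered by 40 ng/mL TNF-alpha added together with compound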
Calpain2 inh = calpain II (pig) inhibition; purified calpain II, fluorogenic peptide substrate, 30 min; inhibition, % at 16 µM; 220,000 compounds, 0.37% hits;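 active = inhibition above about 50%, limit read from the data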
eIF4E 4G PPI = blocks eIF4E binding to eIF4G; P63073+Q04637; TR-FRET eIF4E-eIF4GI(517-606) binding, 2 h; inhibition, % at 21.7 µM; 220,000 compounds, 0.37% hits;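 active = inhibition above about 30%, limit read from the data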;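 also: 0% = full FRET control wells and 100% = background wells lacking eIF4GI fragment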
Mdm2 ligase inh = Mdm2 E3 ligase (human) inhibition | Q00987 | 210,000 compounds, 0.11% hits | signal enhancement, % at 5 µM | cell-based MDM2 ubiquitination luciferase reporter, 2 h; 0 = plate control, 100 = twice control, blank-subtracted;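 active = signal enhancement of 30% or more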;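 also: luminescence tracks abundance of the self-degrading MDM2-luciferase fusion protein; higher signal means inhibition of MDM2 E3 ligase activity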
Target sequence (Q00987 whole entry, looked up, the tested form may be a part): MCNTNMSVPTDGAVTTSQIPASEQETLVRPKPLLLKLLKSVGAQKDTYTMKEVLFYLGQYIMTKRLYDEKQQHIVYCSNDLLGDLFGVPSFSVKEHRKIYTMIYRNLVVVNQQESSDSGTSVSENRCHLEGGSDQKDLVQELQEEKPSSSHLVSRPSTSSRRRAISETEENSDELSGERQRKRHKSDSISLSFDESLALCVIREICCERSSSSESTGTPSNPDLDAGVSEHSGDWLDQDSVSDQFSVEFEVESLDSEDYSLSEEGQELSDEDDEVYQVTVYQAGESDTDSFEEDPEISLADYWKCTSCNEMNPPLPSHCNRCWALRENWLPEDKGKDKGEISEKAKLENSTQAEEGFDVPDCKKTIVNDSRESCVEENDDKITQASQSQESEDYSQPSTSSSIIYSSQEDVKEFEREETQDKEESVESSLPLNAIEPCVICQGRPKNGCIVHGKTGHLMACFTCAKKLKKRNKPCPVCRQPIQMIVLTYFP
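Material: Stable MDM2–luciferase fusion reporter cells | Amount: 2000 cells seeded into each well | Dosing: One concentration, 5 µM, with 0.2% DMSO | Incubation: 4 h cell settling then 2 h compound exposure, 37 °C | Measured by: Luciferase luminescence | Read-out basis: % enhancement relative to plate controls after blank subtraction | Benchmarks: Control and blank well means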
* hit, by the source's call; . = no result given; [ ] = remark or other dose.

SMILES	zVAD death inh	KCC2 mod	EBV gp42 inh	PERK inh	Rad51 HR inh	TNF necrop inh	Calpain2 inh	eIF4E 4G PPI	Mdm2 ligase inh
COc1ccc(Cl)cc1N(C)C(=O)CCNC(=O)Cn1cnc2ccccc2c1=O	0.0	.	-12	-0.2	0	-3.2	16	0	-18
COc1ccc(-n2nnnc2/C=C\Nc2ccc(C)cc2)cc1	-0.5	0.64	6	-1.0	-3	-11	-13	-2	-12
CCN(CC)NC(=S)Nc1ccccc1	0.3	-0.065	0	2.1	-13	-1.7	10	-4	-4
CC1CN(S(=O)(=O)c2ccc(Cl)c(S(=O)(=O)N3CC(C)OC(C)C3)c2)CC(C)O1 (stereo unspecified)	0.1	2.7	-12	0.7	-1	0.1	-5	5[fluorescence artefact?]	-10
CSC(=CC(=O)c1ccc(F)cc1)SC	0.4	-0.38	-11	1.4	-1	7.5	5	2	9
O=C1/C(=C\c2ccco2)CCC/C1=C\c1ccco1	1.0	-0.22	-18	-0.7	-135	1.0	-13	14	-3
CN1CCN(c2ccccc2NC(=O)Cc2cn(C)c3ccccc23)CC1	-0.3	-0.98	2	-0.3	-1	5.0	-14	3[fluorescence artefact?]	-12
CC(=O)C1=C(c2ccccc2)NC(=S)NC1c1ccc(O)c(O)c1 (stereo unspecified)	8.2	0.01	7	0.1	-7	-0.6	17	5	-13
CCOc1ccc(OCC)c(NC(=O)CSc2nc3c(c(=O)n(C)c(=O)n3C)n2C(C)C)c1	0.1	0.011	10	-1.5	-3	-6.4	9	2	-13
CCOc1nc(SCCOc2ccc(C)cc2)nc(N(C)C)n1	0.6	-1.8	-5	0.1	0	-0.8	29	3	-8
CN1CCN(c2nnc(-c3cccs3)c3ccccc23)CC1	0.0	-0.047	0	-0.1	2	1.7	-17	-1	-5
O=S(=O)(/N=C(/Nc1ccc(Cl)c(S(=O)(=O)Nc2ccccc2Cl)c1)c1ccc(F)cc1)c1ccccc1	-0.4	0.25	17	0.7	3	1.4	-114	-1	-16
CCOC(=O)C(=O)/C(=C\N(C)C)c1onc(-c2ccccc2Cl)c1C(=O)OC	-0.1	.	-4	0.8	6	-6.6	30	-7	2
Oc1ccc(Nc2nc(NCC3CCCO3)c3ccccc3n2)cc1 (stereo unspecified)	2.1	-2	4	-0.3	-6	0.4	-20	6	-16
COc1ccc(C(CC(=O)N2CCCC(C)C2)c2c(OC)cc(OC)c3c(-c4ccccc4)cc(=O)oc23)cc1 (stereo unspecified)	-0.2	-0.035	6	.	-7	2.6	-98	26	14
COc1c(Cl)cc(Cl)cc1C(=O)Nc1ccc(C(=O)O)cc1	0.5	.	-5	1.1	2	0.7	-5	-1	-1
COc1cc2c(cc1OC)C(c1ccccc1)=NCC2	0.1	0.12	-8	0.3	13	3.0	-7	1	5
CCO[C@H]1OC(C(=O)N2CCCCCCC2)=C[C@@H](C2CCCCC2)[C@@H]1CCCO	-0.5	-0.094	-6	0.1	-2	-1.9	30	3	.
CCC(C)(C)NC(=O)C1CCN(S(=O)(=O)c2cccs2)CC1	2.1	-0.57	-3	0.5	10	0.4	-6	0	-1
CSCC(=O)Nc1ccc(F)c(Cl)c1	0.1	-0.1	-4	1.9	5	14	1	-4	-9
CC(Sc1n[nH]c(=O)[nH]c1=O)C(=O)OCc1ccccc1 (stereo unspecified)	0.5	-0.03	-12	0.2	9	0.1	-9	2[fluorescence artefact?]	-12
CCc1nc(SCC(=O)Nc2ccc(N(C)C)cc2)c2ccccc2n1	2.2	-0.33	-21	-0.9	11	-0.9	5	9	-12
O=S(=O)(c1ccc(OCC(O)CNCc2ccco2)c(Cl)c1)N1CCOCC1 (stereo unspecified)	0.2	0.32	-19	-0.7	.	1.5	-14	4	4
O=[N+]([O-])c1cc(C(F)(F)F)ccc1N1CCCC(O)C1 (stereo unspecified)	2.3	-1.9	-11	0.7	-35	-0.1	-15	0	-3
Cc1ccc(C)c(N(C(=O)c2nsc(Cl)c2Cl)C(C(=O)NC2CCCC2)c2ccc(O)cc2)c1 (stereo unspecified)	-0.7	0.84	3	-0.3	2	0.0	-11	-2	-11
Cc1cccc(C)c1NC(=O)NC1(C(=O)NCCN2CCOCC2)CCCCC1	4.6	0.028	-11	0.5	7	-0.5	-17	-1	-21
COc1ccc(C(O)c2coc3ccc(O)c(CN(C)C)c23)cc1 (stereo unspecified)	-0.1	1.6	7	-0.1	0	-0.1	-22	-6	-7
Cn1c(C(=O)NC2CCCCCC2)cc2c(=O)n(C)c3ccccc3c21	35	.	4	-0.8	1	-5.2	-59	-3[fluorescence artefact?]	-8
COc1ccc(NC(=O)c2ccc(F)cc2)cc1S(=O)(=O)Nc1cc(C)ccc1Br	1.2	0.19	17	-0.8	-1	1.2	7	1	0
Cc1ccc(NC(=O)CSc2nnc(CN3CCOCC3)n2C)cc1C	.	0.67	-14	-0.3	.	0.9	-9	0	-11
Cn1c(-c2cccc(Br)c2)n[nH]c1=O	0.6	0.49	-13	1.0	-1	-0.6	1	2	-2
O=C(NCC1CC1)NC(=O)c1c(F)cccc1Cl	1.2	-0.54	-10	1.3	-10	4.4	2	1	-7
CCCC(=O)OCCNc1cc(SCc2ccco2)c2nonc2c1[N+](=O)[O-]	2.5	0.3	-4	0.1	-8	-0.9	-7	3[fluorescence artefact?]	-13
CCCC1CCc2c(c3ccccc3[nH]c2=O)O1 (stereo unspecified)	-0.5	-0.35	-10	0.0	-6	-4.6	-1	-5	-8
CC1C(=O)CC(c2ccccc2)NC1c1ccccc1 (stereo unspecified)	1.2	-0.59	4	0.3	1	1.5	18	-3	-19
O=C(CO)N/N=C/c1ccccc1F	-0.2	-0.88	14	0.7	0	-1.6	14	12	-9
CCOC(=O)N1CCN(C(=O)Cn2cc3c(n2)CCCC3)CC1	1.6	0.059	1	0.2	9	0.7	26	1	-16
COc1ccc(/C=C2\NC(=S)N(CC3CCCO3)C2=O)c(OC)c1 (stereo unspecified)	-0.4	.	-23	-0.1	0	-2.8	8	.	-10
Cc1ccc(NC(=O)COC(=O)CCc2ccc(S(=O)(=O)N3CCOCC3)cc2)c(C)c1	4.9	0.69	-14	0.7	4	0.2	-16	8	2
COC(=O)C1C2C=CC3(CN(C(C)C)C(=O)C13)O2 (stereo unspecified)	-1.2	.	-8	2.4	-6	1.3	4	6	-16

Two entries from above, as labelled records.
molecule: O=C(NCC1CC1)NC(=O)c1c(F)cccc1Cl
  zVAD death inh: 1.2 | KCC2 mod: -0.54 | EBV gp42 inh: -10 | PERK inh: 1.3 | Rad51 HR inh: -10 | TNF necrop inh: 4.4 | Calpain2 inh: 2 | eIF4E 4G PPI: 1 | Mdm2 ligase inh: -7

molecule: CC1C(=O)CC(c2ccccc2)NC1c1ccccc1 (stereo unspecified)
  zVAD death inh: 1.2 | KCC2 mod: -0.59 | EBV gp42 inh: 4 | PERK inh: 0.3 | Rad51 HR inh: 1 | TNF necrop inh: 1.5 | Calpain2 inh: 18 | eIF4E 4G PPI: -3 | Mdm2 ligase inh: -19

Next section
SMILES	zVAD death inh	KCC2 mod	EBV gp42 inh	PERK inh	Rad51 HR inh	TNF necrop inh	Calpain2 inh	eIF4E 4G PPI	Mdm2 ligase inh
O=C(NNS(=O)(=O)c1ccccc1F)c1cccc(S(=O)(=O)N2CCOCC2)c1	1.5	1.4	2	2.1	3	1.7	-13	-3[fluorescence artefact?]	-1
Cc1ccccc1Cn1c2ccccc2c2cnn(CC(=O)N3CCN(c4ccccc4)CC3)c(=O)c21	-0.8	0.01	-5	0.8	0	-2.4	-109	-2	-8
COCCN(Cc1cc2ccc(C)cc2n2nnnc12)Cc1nnnn1C(C)(C)C	-0.8	-0.47	-5	0.2	3	-0.6	-3	3	.
COc1ccccc1N1CCN(C(=O)C(C)N(c2ccc(C)cc2)S(C)(=O)=O)CC1 (stereo unspecified)	-0.8	2	-4	0.1	-2	-1.1	12	-8	-8
COC(=O)c1ccccc1NC(=O)CSc1ccccn1	0.2	-1.6	-5	0.2	2	-2.6	17	-11[fluorescence artefact?]	8
COc1cccc(/C=N/NC(=O)CCn2cnc3ccccc32)c1	0.1	0.95	-1	0.5	10	2.3	19	-3	-12
CCOC(=O)c1c(C)sc2c1N(C(=O)CN(CC)CC)c1ccccc1S2	-0.3	-0.02	-21	-1.5	6	-0.4	-4	3	-6
COc1ccc(-n2c(=O)c3ccccc3n(CC(=O)Nc3cccc(OC)c3)c2=O)cc1	-0.6	-1.1	-13	1.3	8	-0.4	-4	1	-8
c1ccc2sc(-c3ccncc3)nc2c1	-0.3	-1.2	-6	0.4	19	-7.9	1	12	-12
O=C(CCN1CCN(c2ccccc2)CC1)Nc1cccc(Br)c1	3.0	-0.2	-20	0.4	-3	4.3	4	0	-10
O=C(Cc1ccccc1)N1CCCC(c2nc(-c3ccc(S(=O)(=O)N4CCCC4)cc3)no2)C1 (stereo unspecified)	-0.4	-0.11	-18	-0.4	-2	-0.4	8	-1	-16
COc1ccc(C(=O)C[N+]2(C)CCOCC2)cc1	0.1	.	-39	2.0	-3	0.4	-10	0	9

Compounds shown so far that have an aryl methoxy group, in the order listed:
SMILES	zVAD death inh	KCC2 mod	EBV gp42 inh	PERK inh	Rad51 HR inh	TNF necrop inh	Calpain2 inh	eIF4E 4G PPI	Mdm2 ligase inh
COc1ccc(Cl)cc1N(C)C(=O)CCNC(=O)Cn1cnc2ccccc2c1=O	0.0	.	-12	-0.2	0	-3.2	16	0	-18
COc1ccc(-n2nnnc2/C=C\Nc2ccc(C)cc2)cc1	-0.5	0.64	6	-1.0	-3	-11	-13	-2	-12
COc1ccc(C(CC(=O)N2CCCC(C)C2)c2c(OC)cc(OC)c3c(-c4ccccc4)cc(=O)oc23)cc1 (stereo unspecified)	-0.2	-0.035	6	.	-7	2.6	-98	26	14
COc1c(Cl)cc(Cl)cc1C(=O)Nc1ccc(C(=O)O)cc1	0.5	.	-5	1.1	2	0.7	-5	-1	-1
COc1cc2c(cc1OC)C(c1ccccc1)=NCC2	0.1	0.12	-8	0.3	13	3.0	-7	1	5
COc1ccc(C(O)c2coc3ccc(O)c(CN(C)C)c23)cc1 (stereo unspecified)	-0.1	1.6	7	-0.1	0	-0.1	-22	-6	-7
COc1ccc(NC(=O)c2ccc(F)cc2)cc1S(=O)(=O)Nc1cc(C)ccc1Br	1.2	0.19	17	-0.8	-1	1.2	7	1	0
COc1ccc(/C=C2\NC(=S)N(CC3CCCO3)C2=O)c(OC)c1 (stereo unspecified)	-0.4	.	-23	-0.1	0	-2.8	8	.	-10
COc1ccccc1N1CCN(C(=O)C(C)N(c2ccc(C)cc2)S(C)(=O)=O)CC1 (stereo unspecified)	-0.8	2	-4	0.1	-2	-1.1	12	-8	-8
COc1cccc(/C=N/NC(=O)CCn2cnc3ccccc32)c1	0.1	0.95	-1	0.5	10	2.3	19	-3	-12
COc1ccc(-n2c(=O)c3ccccc3n(CC(=O)Nc3cccc(OC)c3)c2=O)cc1	-0.6	-1.1	-13	1.3	8	-0.4	-4	1	-8
COc1ccc(C(=O)C[N+]2(C)CCOCC2)cc1	0.1	.	-39	2.0	-3	0.4	-10	0	9
